Screening results: PubChem BioAssay, Broad Institute
BioA inh: M. tuberculosis BioA enzyme inhibitors, primary screen, biochemical, plate reader, single point, HTS | AID 602481, 2012 | inhibition, % at 9.99 µM | 360,000 tested, 0.096% active | purified M. tuberculosis BioA enzyme | 7,8-diaminopelargonic acid synthase BioA (Mycobacterium tuberculosis); in the data active = inhibition above about 40%
* marks the source's active call; other numbers are inactive results.

SMILES | BioA inh
O=C(Cc1ccncc1)N1CC[C@@H]2[C@H]1c1cc(-c3cccc(F)c3)ccc1N[C@@H]2CO | 0.5
COc1ccc(CN(C)C[C@@H]2OCCCC[C@H](C)Oc3ccc(NC(=O)Nc4ccc(C(F)(F)F)cc4)cc3C(=O)N([C@@H](C)CO)C[C@@H]2C)cc1 | -1.5
C[C@@H]1CN([C@@H](C)CO)S(=O)(=O)c2ccc(C3=CCCCC3)cc2O[C@H]1CN(C)C(=O)Cc1ccncc1 | 0.8
COc1ccccc1S(=O)(=O)N1CC[C@H]2[C@H](CO)Nc3ccc(-c4cccc(C#N)c4)cc3[C@H]21 | 20
Cc1ccccc1-c1ccc([C@H]2[C@H](CO)N3CCCCN(C(=O)Nc4ccccc4)C[C@@H]23)cc1 | -3.6
COc1ccc(NC(=O)N2C[C@@H](O)COC[C@@H]3O[C@@H](CC(=O)NCc4ccccc4OC)CC[C@H]32)cc1 | -2.9
COc1ccc(CN2C[C@@H](O)COC[C@H]3O[C@@H](CC(=O)NCc4ccncn4)CC[C@@H]32)cc1 | -8.7
CC=Cc1ccc2n(c1=O)C[C@@H]1[C@@H](CO)[C@H](C(=O)NC3CCC3)[C@H]2N1Cc1ccccc1 (mixture of isomers) | -0.4
CCS(=O)(=O)NCC[C@H]1CC[C@H](NS(=O)(=O)c2ccccc2C)[C@H](CO)O1 | 1.1
C[C@@H]1CN([C@H](C)CO)C(=O)Cc2cc(NC(=O)CCCCCC(=O)Nc3ccccc3N)ccc2O[C@H]1CN(C)Cc1ccc(C(F)(F)F)cc1 | 0.0
CN(C)C(=O)C[C@@H]1C=C[C@H](NC(=O)Nc2cccc(F)c2)[C@H](CO)O1 | -0.7
O=S(=O)(c1ccccc1F)N1CC[C@H]2[C@H](CO)Nc3ccc(-c4cccc(F)c4)cc3[C@H]21 | -1.5
COc1ccc(CN(C)C[C@H]2OCCCC[C@H](C)Oc3ccc(NS(=O)(=O)c4ccc(Cl)cc4)cc3C(=O)N([C@@H](C)CO)C[C@H]2C)cc1 | -1.8
O=C1O[C@@H](c2ccccc2)[C@@H](c2ccccc2)N2[C@@H](c3ccccc3OCCO)[C@]3(C(=O)Nc4ccc(C#CCCO)cc43)[C@@H](C(=O)O)[C@H]12 | 0.4
C[C@H]1CN([C@@H](C)CO)C(=O)Cc2cc(NS(=O)(=O)c3ccc(Cl)cc3)ccc2O[C@H]1CN(C)CC1CCCCC1 | 2.1
CCc1csc(N2[C@H](C#N)[C@@H](c3ccc(C4=CCCC4)cc3)[C@@H]2CO)n1 | -1.0
C[C@@H]1CN([C@@H](C)CO)C(=O)c2cc(NC(=O)c3ccccc3)ccc2O[C@@H](C)CCCCO[C@H]1CN(C)S(=O)(=O)c1ccc(Cl)cc1 | -1.7
COc1ccccc1S(=O)(=O)N[C@H]1C=C[C@@H](CC(=O)NCc2cc(F)cc(F)c2)O[C@H]1CO | -1.1
CCCNC(=O)N[C@H]1CC[C@@H](CCn2cc(C3CC3)nn2)O[C@@H]1CO | -3.5
CO[C@@H]1CN(C)C(=O)c2ccc(NC(=O)Nc3cccc(Cl)c3)cc2OC[C@H](C)NC[C@@H]1C | 1.5
C[C@H](CO)N1C[C@H](C)[C@H](CN(C)Cc2ccc(C(F)(F)F)cc2)Oc2ccc(NS(=O)(=O)c3cccs3)cc2C1=O | 0.3
COc1ccc(S(=O)(=O)N[C@H]2CC[C@H](CC(=O)NCCc3ccccc3)O[C@H]2CO)cc1 | 0.3
COCC(=O)Nc1ccc2c(c1)C(=O)N(C)C[C@@H](OC)[C@@H](C)CN(C(=O)Cc1ccccn1)[C@H](C)CO2 | 1.3
C[C@H](O)C#Cc1cnc2c(c1)C(=O)N([C@@H](C)CO)C[C@@H](C)[C@H](CN(C)C(=O)CN(C)C)O2 | 1.6
C[C@H]1CCCCO[C@H](CN(C)S(=O)(=O)c2cn(C)cn2)[C@@H](C)CN([C@@H](C)CO)C(=O)c2cc(NC(=O)Nc3ccc4c(c3)OCO4)ccc2O1 | 0.3
O=C(C[C@@H]1C[C@@H]2c3cc(NC(=O)C4CCOCC4)ccc3O[C@@H]2[C@@H](CO)O1)NCc1ccc2c(c1)OCO2 | -1.7
C[C@@H]1CN([C@H](C)CO)C(=O)c2cc(-c3ccccc3F)cnc2O[C@@H]1CN(C)C(=O)C1CC1 | 0.7
O=C(Cc1ccccc1)N[C@H]1C=C[C@@H](CC(=O)N2CCCCC2)O[C@H]1CO | -4.2
CO[C@H](CN(C)S(=O)(=O)c1ccccc1)[C@H](C)CN(C(=O)Nc1ccccc1F)[C@@H](C)CO | 0.4
CO[C@@H]1CN(C)C(=O)c2ccc(NC(=O)C3CCC3)cc2OC[C@@H](C)NC[C@@H]1C | 0.2
C[C@@H]1CCCCO[C@@H](CN(C)C(=O)CCC(F)(F)F)[C@@H](C)CN([C@H](C)CO)C(=O)c2cc(NS(=O)(=O)c3ccc(F)cc3)ccc2O1 | 0.3
CCCN1C[C@H](C)[C@@H](OC)CN(C)C(=O)c2ccc(NS(=O)(=O)c3cn(C)cn3)cc2OC[C@H]1C | -2.9
COc1ccc(S(=O)(=O)Nc2ccc3c(c2)CC(=O)N([C@H](C)CO)C[C@@H](C)[C@@H](CN(C)S(=O)(=O)c2cn(C)cn2)O3)cc1 | -2.0
O=C(C[C@H]1C[C@@H]2c3cc(NC(=O)C4CCOCC4)ccc3O[C@@H]2[C@@H](CO)O1)NCc1ccncc1 | -0.1
C[C@@H]1CCCCO[C@H](CN(C)C(=O)NC2CCCCC2)[C@H](C)CN([C@@H](C)CO)C(=O)c2cc(N(C)C)ccc2O1 | 12
C[C@@H]1CN([C@@H](C)CO)C(=O)c2cc(NC(=O)CCC(F)(F)F)ccc2O[C@@H]1CN(C)Cc1ccc(-c2ccccc2)cc1 | -2.2
C[C@@H]1CN([C@@H](C)CO)S(=O)(=O)c2ccc(C3=CCCC3)cc2O[C@@H]1CN(C)C(=O)c1ccncc1 | 3.8
C[C@@H]1CN([C@H](C)CO)S(=O)(=O)c2ccc(C#CCN(C)C)cc2O[C@H]1CN(C)Cc1cccnc1 | -2.8
CO[C@H]1CN(C)C(=O)c2ccc(NC(=O)c3cnccn3)cc2OC[C@H](C)N(C(=O)C2CC2)C[C@H]1C | 7.2
CCC(=O)Nc1ccc2c(c1)C(=O)N(C)C[C@H](OC)[C@H](C)CN(CC1CCOCC1)[C@@H](C)CO2 | -1.8

11 entries from above, reformatted:
Molecule,BioA inh
C[C@H](CO)N1C[C@H](C)[C@H](CN(C)Cc2ccc(C(F)(F)F)cc2)Oc2ccc(NS(=O)(=O)c3cccs3)cc2C1=O,0.3
COc1ccc(S(=O)(=O)N[C@H]2CC[C@H](CC(=O)NCCc3ccccc3)O[C@H]2CO)cc1,0.3
COCC(=O)Nc1ccc2c(c1)C(=O)N(C)C[C@@H](OC)[C@@H](C)CN(C(=O)Cc1ccccn1)[C@H](C)CO2,1.3
C[C@H](O)C#Cc1cnc2c(c1)C(=O)N([C@@H](C)CO)C[C@@H](C)[C@H](CN(C)C(=O)CN(C)C)O2,1.6
C[C@H]1CCCCO[C@H](CN(C)S(=O)(=O)c2cn(C)cn2)[C@@H](C)CN([C@@H](C)CO)C(=O)c2cc(NC(=O)Nc3ccc4c(c3)OCO4)ccc2O1,0.3
O=C(C[C@@H]1C[C@@H]2c3cc(NC(=O)C4CCOCC4)ccc3O[C@@H]2[C@@H](CO)O1)NCc1ccc2c(c1)OCO2,-1.7
C[C@@H]1CN([C@H](C)CO)C(=O)c2cc(-c3ccccc3F)cnc2O[C@@H]1CN(C)C(=O)C1CC1,0.7
O=C(Cc1ccccc1)N[C@H]1C=C[C@@H](CC(=O)N2CCCCC2)O[C@H]1CO,-4.2
CO[C@H](CN(C)S(=O)(=O)c1ccccc1)[C@H](C)CN(C(=O)Nc1ccccc1F)[C@@H](C)CO,0.4
CO[C@@H]1CN(C)C(=O)c2ccc(NC(=O)C3CCC3)cc2OC[C@@H](C)NC[C@@H]1C,0.2
C[C@@H]1CCCCO[C@@H](CN(C)C(=O)CCC(F)(F)F)[C@@H](C)CN([C@H](C)CO)C(=O)c2cc(NS(=O)(=O)c3ccc(F)cc3)ccc2O1,0.3

The results go on:
SMILES | BioA inh
CCS(=O)(=O)Nc1ccc2c(c1)C(=O)N(C)C[C@@H](OC)[C@@H](C)CN(C)[C@H](C)CO2 | -1.3
C[C@@H]1CCCCO[C@@H](CN(C)Cc2ccc3c(c2)OCO3)[C@@H](C)CN([C@H](C)CO)C(=O)c2cc(NC(=O)Nc3ccc(F)cc3)ccc2O1 | -1.1
O=C(C[C@@H]1CC[C@@H]2[C@H](COC[C@@H](O)CN2Cc2cccc(-c3ccncc3)c2)O1)N1CCCCC1 | 0.3
CCC(=O)N1C[C@@H](C)[C@@H](OC)CN(C)C(=O)c2cc(NC(=O)C3CC3)ccc2OC[C@H]1C | -1.2
Cc1cccc(S(=O)(=O)N2CCCCN3[C@@H](CO)[C@H](c4ccc(C#CC5CC5)cc4)[C@@H]3C2)c1 | 0.6
C[C@H](CO)N1C[C@H](C)[C@@H](CN(C)S(=O)(=O)c2ccc(Cl)cc2)Oc2c(NC(=O)Nc3ccc4c(c3)OCO4)cccc2C1=O | -0.1
[N-]=[N+]=Nc1ccccc1C[C@@]1(C(=O)NCCN2CCOCC2)N=C(c2ccc(OCCCO)cc2)O[C@@H]1c1ccccc1 | -2.1
O=C1O[C@@H](c2ccccc2)[C@@H](c2ccccc2)N2[C@@H](c3ccc(O)cc3)[C@]3(C(=O)Nc4ccc(C#CC5=CCCCC5)cc43)[C@@H](C(=O)O)[C@H]12 | -0.2
O=C(C1=C[C@H](c2ccc(Br)cc2)C[C@H](OCc2ccc(CO)cc2)O1)N1CCCCCCC1 | -1.2
C[C@@H]1CCCCO[C@H](CN(C)C(=O)Nc2cccc3ccccc23)[C@H](C)CN([C@@H](C)CO)C(=O)c2cc(NC(=O)Nc3ccc(F)cc3)ccc2O1 | 6.3
COc1ccc(C#Cc2ccc([C@H]3[C@@H](CO)N4CCCCN(S(=O)(=O)c5ccccc5)C[C@@H]34)cc2)cc1 | -1.0
CCC(=O)N1[C@@H](CO)[C@H](c2ccccc2)[C@@H]1CN(C)C(=O)CN1CCOCC1 | -2.9
O=C(NCCN1CCCC1)[C@@H]1N[C@@H]2c3ccc(-c4ccccc4)c(=O)n3C[C@@H]2[C@H]1CO | -0.4
COc1ccc(NC(=O)N(C)C[C@@H]2Oc3ncc(C#CC(C)C)cc3C(=O)N([C@H](C)CO)C[C@H]2C)cc1 | 1.7
CN(C)C(=O)C[C@H]1C[C@H]2c3cc(NS(=O)(=O)c4ccccc4)ccc3O[C@H]2[C@@H](CO)O1 | 3.3
COc1ccccc1-c1ccc([C@H]2[C@@H](CO)N3CCCCN(C(=O)c4ccncc4)C[C@H]23)cc1 | 0.5
O=C(NCC[C@H]1CC[C@@H](NC(=O)c2cnccn2)[C@@H](CO)O1)Nc1ccc(F)cc1 | 3.8
C[C@@H]1CN([C@H](C)CO)C(=O)Cc2cc(NS(=O)(=O)c3ccc(F)cc3)ccc2O[C@H]1CN(C)Cc1ccc2c(c1)OCO2 | -2.4
COc1ccc(C#Cc2ccc([C@@H]3[C@@H](CO)N4CCCCN(Cc5ccccc5F)C[C@H]34)cc2)cc1 | -1.4
CC(=O)N(C)C[C@@H]1Oc2cc(Br)ccc2S(=O)(=O)N([C@@H](C)CO)C[C@@H]1C | 8.5
C[C@@H]1CCCCO[C@@H](CN(C)S(=O)(=O)c2cn(C)cn2)[C@@H](C)CN([C@@H](C)CO)C(=O)c2cc(NC(=O)NC3CCCCC3)ccc2O1 | -1.9
COc1ccc(-c2cnc3c(c2)C(=O)N([C@H](C)CO)C[C@H](C)[C@@H](CN(C)C(=O)Cc2ccccn2)O3)cc1 | -0.5
COc1ccc(S(=O)(=O)N(C)C[C@@H]2Oc3c(NC(=O)C4CCOCC4)cccc3C(=O)N([C@@H](C)CO)C[C@H]2C)cc1 | -1.3
C[C@@H]1CCCCO[C@@H](CN(C)Cc2ccc(Cl)c(Cl)c2)[C@@H](C)CN([C@@H](C)CO)C(=O)c2cc(NS(=O)(=O)c3ccccc3)ccc2O1 | -4.4
Cc1ccc(S(=O)(=O)N[C@H]2CC[C@H](CC(=O)N3CCN(c4ccccc4)CC3)O[C@@H]2CO)cc1 | 1.0
Cn1cnc(S(=O)(=O)N[C@H]2CC[C@@H](CC(=O)N3CCN(c4ccccc4)CC3)O[C@@H]2CO)c1 | 2.2
COCC(=O)N(C)C[C@H]1Oc2cc(C3=CCCCC3)ccc2S(=O)(=O)N([C@@H](C)CO)C[C@H]1C | -2.2
COc1ccc(S(=O)(=O)Nc2ccc3c(c2)C(=O)N([C@@H](C)CO)C[C@@H](C)[C@@H](CN(C)S(=O)(=O)c2cn(C)cn2)OCCCC[C@H](C)O3)cc1 | 0.3
CN1c2ccc(-c3ccccc3)cc2[C@H]2[C@H](CCN2C(=O)c2ccccc2)[C@H]1CO | 18
COCC(=O)N1[C@H](CO)[C@H]2c3ccccc3N(C(=O)NC(C)C)C[C@H]21 | -0.4
O=C(NCC[C@H]1CC[C@@H](NC(=O)C2CC2)[C@H](CO)O1)c1ccc(F)cc1 | -1.8
CNC[C@H]1OCc2ccccc2-c2ccccc2C(=O)N([C@H](C)CO)C[C@@H]1C | 0.0
O=S(=O)(N[C@@H]1CC[C@@H](CCn2cc(C3(O)CCCC3)nn2)O[C@@H]1CO)c1ccc(Cl)cc1 | -0.2
C[C@@H]1CN([C@@H](C)CO)C(=O)c2c(c3ccccc3n2C)-c2ccccc2CO[C@H]1CN(C)Cc1ccncc1 | 0.6
CN(C)C(=O)[C@H]1[C@H](CO)[C@H]2Cn3c(ccc(/C=C/c4ccccc4)c3=O)[C@H]2N1C(=O)c1cccnc1 | 0.8
C/C=C/c1ccc([C@@H]2[C@H](CO)N(C(=O)NCCC)[C@H]2CNC(=O)C2CC2)cc1 | 1.0
O=C(c1ccc(F)cc1)N1[C@H](CO)[C@@H]2c3ccccc3NC[C@@H]21 | 1.5
Cc1noc(C)c1S(=O)(=O)Nc1ccc2c(c1)C(=O)N([C@H](C)CO)C[C@@H](C)[C@@H](CN(C)Cc1ccc3c(c1)OCO3)OCCCC[C@H](C)O2 | 1.2
C#Cc1ccc([C@H]2C=C(C(=O)NCc3nc4ccccc4[nH]3)O[C@@H](OCCCCO)C2)cc1 | -1.3

Some of the compounds tested (hit frequency here may not be typical).
